Source: PubChem BioAssay (several laboratories)
Myeloid diff 2: compounds promoting myeloid differentiation; 360,000 tested, 1% active; calls only at 10 µM; ER-HoxA9 myeloid progenitors, lysozyme-GFP differentiation, flow cytometry;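 active means normalized GFP-positive differentiation at or above the plate's own cutoff, the solvent-only control mean plus 3 SD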;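 further: cells exposed to compound for four days before flow analysis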
GPR55 LPI antagonism: GPR55 antagonists blocking LPI-driven arrestin recruitment, primary screen, imaging, U2OS, beta-arrestin-GFP, LPI agonist (AID 2013) | 290,000 tested, 0.13% active | U2OS GPR55 beta-arrestin-GFP translocation imaging, LPI antagonism; higher % means a stronger effect | inhibition, % at 10 µM; hits with a dose series show IC50 in µM;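 active means spots per cell inhibited over 60%, with over 100 cells counted and total cytoplasm intensity under 500,000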;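 further: U2OS cells stably carrying GPR55 and arrestin-GFP stimulated by 5 µM LPI near EC80; imaged beta-arrestin-GFP aggregate spots per cell after agonist stimulation; plate controls were LPI-stimulated DMSO wells for no effect and DMSO wells without LPI for full effect; some results filed as inactive read as strong as hits; confirmed hits need IC50 under 10 µM and bright autofluorescent wells are also inconclusive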
PhoP inhibition: PhoP-dependent GFP reporter repression – Salmonella Typhimurium, primary screen (AID 1863). S. Typhimurium PhoP-regulated promoter GFP reporter, 4 h; higher % means a stronger effect. one-dose inhibition, % at 50 µM; IC50 in µM for titrated hits. 300,000 tested, 0.16% active;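 active means inhibition over 29.93%, a cutoff 3 SD above the screen mean, later confirmed by dose response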;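 further: 0% = low Mg2+ inducing control and 100% = high Mg2+ repressing control; strong numbers were not always called active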
NTR1 agonist: NTR1-driven beta-arrestin-GFP spot formation – imaging, U2OS cells, high content, primary screen (AID 493036); P30989; 330,000 tested, 0.17% active; agonist mode; activation, % at 20 µM;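 active means activation at or above 40% of the spot to cytoplasm intensity ratio, with at least 20 cells analyzed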;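 further: 0% = DMSO without peptide and 100% = 100 nM NTR1 peptide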
Target sequence (P30989 whole entry, looked up): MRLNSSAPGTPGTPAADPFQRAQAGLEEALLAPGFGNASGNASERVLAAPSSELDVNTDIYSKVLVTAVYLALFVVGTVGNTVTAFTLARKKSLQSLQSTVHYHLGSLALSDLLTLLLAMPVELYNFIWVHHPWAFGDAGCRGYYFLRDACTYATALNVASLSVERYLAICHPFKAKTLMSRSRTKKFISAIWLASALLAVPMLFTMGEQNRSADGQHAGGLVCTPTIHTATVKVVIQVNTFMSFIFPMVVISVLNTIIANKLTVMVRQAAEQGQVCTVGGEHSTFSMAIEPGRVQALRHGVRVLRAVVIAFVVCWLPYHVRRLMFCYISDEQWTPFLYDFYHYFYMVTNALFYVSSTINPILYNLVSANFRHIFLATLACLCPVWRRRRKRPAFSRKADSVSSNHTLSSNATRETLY
HIV fusion peptide: inhibitors of HIV fusion peptide binding, primary screen, biochemical, uHTS, fluorescence dequenching (AID 1986); cell-free peptide binding, fluorescence dequenching, 30 min; higher % means a stronger effect; inhibition, % at 20 µM, or IC50 in µM where a hit was titrated; 290,000 tested, 0.3% active; in the data active means inhibition mostly above about 52%, no sharp cut-off; inactive means mostly below about 76%; further: some results filed as inactive read as strong as hits
MgcRacGAP inhibition: MgcRacGAP GTPase-activating activity inhibitors, confirmation, biochemical, ADP Hunter fluorescence; 340,000 tested, 0.6% active; one-dose inhibition, % at 30 µM; IC50 in µM for titrated hits; MgcRacGAP-stimulated Rac1 GTP hydrolysis, ADP Hunter fluorescence; higher % means a stronger effect; GST-tagged Rac1 F28L mutant substrate; AID 624330;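 active means first-screen hits whose inhibition reached a set limit at any dose in the follow-up dose series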;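 further: fluorescence reports GDP produced by GAP-driven GTP hydrolysis; strong numbers were not always called active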
LYP inhibition: PTPN22 lymphoid phosphatase activity blockers – biochemical, fluorescence intensity, uHTS (AID 1779) | 290,000 tested, 0.054% active | recombinant LYP phosphatase, fluorescence intensity; higher % means a stronger effect | inhibition, % at 11.5 µM, or IC50 in µM where a hit was titrated; in the data active means inhibition above about 50%;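 further: plate controls were vehicle with enzyme for no effect and no enzyme for full effect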
GPR35 arrestin U2OS: GPR35 antagonists blocking zaprinast-driven arrestin recruitment, primary screen, imaging, U2OS, beta-arrestin-GFP, zaprinast agonist (AID 2058); U2OS GPR35 beta-arrestin-GFP translocation imaging, zaprinast antagonism; higher % means a stronger effect; inhibition, % at 10 µM, or IC50 in µM where a hit was titrated; 290,000 tested, 0.052% active;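 active means inhibition of at least 50% with at least 30 cells and total cytoplasm GFP at most 10,000,000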
Siah-1 displacement: blockers of Siah-1 interaction with plectin peptide – biochemical, fluorescence polarization, rhodamine-plectin, uHTS, primary screen (AID 1817); displacement, % at 20 µM, or IC50 in µM where a hit was titrated; Siah-1 / rhodamine-plectin peptide fluorescence polarization; higher % means a stronger effect; 290,000 tested, 0.02% active;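 active means displacement of at least 50% at 20 µM, with a fluorescence ratio check between 0.3 and a set limit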;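 further: plate controls were Siah plus tracer with DMSO for no effect and tracer alone without Siah for full effect; strong numbers were not always called active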
NTR1 agonist cell count 20 µM: recorded beside NTR1 agonist, whose call it bears; cell count; measured here: cell count, cytotoxicity flag
Myeloid diff 2 GFP+ MAC1+ %: recorded beside Myeloid diff 2, whose call it bears; GFP+ MAC1+ double positive, %; measured here: differentiation confirmed by MAC1 staining
Active calls of the source: *; i = inactive; / = not tested or not shown; + = active, no number.

SMILES	Myeloid diff 2	Myeloid diff 2 GFP+ MAC1+ %	GPR55 LPI antagonism	PhoP inhibition	NTR1 agonist	NTR1 agonist cell count 20 µM	HIV fusion peptide	MgcRacGAP inhibition	LYP inhibition	GPR35 arrestin U2OS	Siah-1 displacement
CC(C)[C@@H](C(=O)N[C@@H](Cc1ccccc1)C(=O)O)N1C(=O)N2CCc3c([nH]c4ccccc34)[C@@]2(C)C1=O	i	0.7	-5%	10%	-0.5	93	4.5%	1%	-3%	1%	-7%
COc1cccc(C(=O)CSc2nnc(COc3cccc4cccnc34)o2)c1	i	11	-13%	2%	0.8	56	-3.3%	4%	-6%	2%	-1%
Cc1ccc(NS(=O)(=O)c2coc(C(N)=O)c2)cc1F	i	1.1	-3%	/	2.2	58	1.3%	5%	-8%	-8%	-1%
CC(C)(C)c1ccc(O)c(N=Cc2cc3c(cc2[N+](=O)[O-])OCO3)c1	i	0.7	-3%	5%	6.2	54	27%	16%	-8%	-14%	12%
O=C(CCN1C(=O)c2ccccc2S1(=O)=O)Nc1ccccc1F	i	5.1	-12%	/	0.8	55	-1.0%	7%	-13%	-17%	-5%
C=CCNC(=O)c1ccc(C)c(Br)c1	i	0.5	-3%	-9%	2.8	54	-0.3%	6%	-2%	12%	-5%
O=[N+]([O-])c1ccc(OC/C=C2\Oc3ccc([N+](=O)[O-])cc3C2N2CCOCC2)cc1 (centres undefined)	/	/	4%	-2%	1.1	30	2.3%	10%	1%	3%	-1%
CC1(C)CCCC(C)(C)N1CC(O)COCCOc1ccc(Br)cc1 (centres undefined)	i	0.0	25%	-13%	-0.2	32	-3.3%	8%	-8%	2%	-2%
CCN(CC)CCn1c2c(c(SCC(=O)Nc3ccc(C(C)C)cc3)nc1=O)CCCC2	i	0.2	/	0%	2.8	70	/	4%	/	/	/
CCOC(=O)c1ccc(-c2ccc3c(=O)c4ccccc4n(C)c3c2)cc1F	i	1.5	-20%	-5%	5.0	90	-0.4%	7%	-15%	19%	7%
Cc1ccccc1CSCC(=O)N1CCN(c2ccccc2)CC1	i	0.7	2%	5%	0.7	77	-1.1%	3%	-2%	-7%	2%
CN1C/C(=C/c2cccs2)C(=O)/C(=C\c2cccs2)C1	i	0.8	3%	11%	3.0	50	5.4%	5%	2%	13%	-8%
Cc1ccc(NC(=O)CCNS(=O)(=O)c2ccc3c(c2)CCC(=O)N3)c(Br)c1	i	1.5	6%	/	0.2	49	1.4%	-3%	-12%	4%	-1%
Cc1ccc(CN2CCc3[nH]c(=O)[nH]c(=O)c3C2)cc1	i	1.4	5%	1%	3.5	46	-0.9%	1%	-8%	0%	-5%
NS(=O)(=O)c1ccc(N/N=C/c2ccc(O)c(O)c2O)c([N+](=O)[O-])c1	i	0.1	-4%	9%	/	/	27%	-100%	0%	8%	29%
Cc1ccc(-n2nc3c(N4CCC(C(=O)NCc5cccc(F)c5)CC4)nnc(C)c3c2C)cc1	/	/	7%	-9%	8.9	60	-0.9%	13%	-8%	6%	-3%
COc1cc(C)c(S(=O)(=O)N2CCOCC2)cc1C	i	6.1	11%	-6%	0.0	36	1.6%	7%	3%	5%	0%
Cc1occc1C(=O)N1CCCC(N2CCN(c3cccc(Cl)c3)CC2)C1 (centres undefined)	i	0.7	5%	-6%	1.1	48	-1.6%	10%	-6%	5%	1%
COc1cc(SC)ccc1C(=O)OCC(=O)NC1CCCC1	i	1.0	-5%	-10%	0.9	36	1.0%	4%	-8%	1%	5%
COC(=O)c1ccc(NC(=O)CS(=O)(=O)Cc2ccccc2)cc1	i	2.2	12%	-11%	-0.4	66	-3.0%	-12%	-5%	16%	-12%
CCn1cc(CN2CCC(n3nccc3NC(=O)c3ccccc3C)CC2)c(C)n1	i	4.2	-4%	1%	0.1	54	-0.8%	4%	-7%	-3%	-3%
CCCC(=O)Nc1ccccc1NC(=O)c1ccc(OC)cc1	i	0.3	2%	-5%	0.5	85	-0.7%	8%	-6%	5%	3%
CCOC(=O)N1CCN(C(=O)CCn2c(=S)[nH]c3ccsc3c2=O)CC1	i	0.4	4%	-1%	-0.1	53	-1.0%	7%	-5%	-8%	6%
CCCc1cc(C(=O)Cc2nc3ccccc3s2)c(O)cc1O	i	1.3	11%	-9%	0.6	55	29%	13%	0%	2%	3%
COc1cccc(NC(=O)CCN2CCOCC2)c1	i	0.8	-7%	-3%	-0.4	59	2.6%	11%	-1%	-6%	-3%
Cc1ccc(NS(=O)(=O)c2ccc(C(=O)NCCCN3CCOCC3)cc2)cc1	i	0.7	/	-5%	0.4	55	/	9%	/	/	/
CN(C)S(=O)(=O)c1ccc2nc(NC(=O)c3cccs3)sc2c1	i	0.7	4%	-6%	-0.8	62	4.2%	10%	1%	-3%	-6%
O=C(c1ccc2c(=O)n(C3CCCC3)c(=S)[nH]c2c1)N1CCCCCC1	i	0.5	1%	-14%	4.6	68	-0.1%	5%	2%	-4%	-2%
C=C(C)Cn1c(SCCCO)nc2c1c(=O)[nH]c(=O)n2C	i	2.1	-2%	1%	0.7	60	-0.9%	7%	-5%	7%	-2%
CC(=O)Nc1ccc(S(=O)(=O)NCCN2CCOCC2)cc1	i	6.2	4%	0%	-0.2	46	2.9%	6%	-9%	-18%	5%
Cc1ccc(/C=N/NC(=O)CNC(=O)c2cccs2)cc1	i	2.1	-3%	-4%	-0.8	142	-1.1%	6%	-9%	9%	2%
C=CCN(C(=O)CSc1nc2[nH]ncc2c(=O)n1-c1ccccc1OC)c1ccccc1	i	1.2	0%	0%	-0.8	79	1.1%	1%	-3%	0%	1%
CCOC(=O)N1CCN(C(=O)c2ccc(S(=O)(=O)c3ccc(C)cc3)c(NC(C)=O)c2)CC1	i	1.0	-6%	3%	0.8	40	-1.9%	11%	-7%	2%	4%
CC1CCCCN1C(=O)C1CCCCN1S(=O)(=O)c1cccc([N+](=O)[O-])c1 (centres undefined)	i	0.9	-2%	-6%	6.2	49	-0.5%	12%	-5%	-3%	0%
Cc1ccc2cc(C(c3nnnn3C(C)(C)C)N3CCCC3)c(=O)[nH]c2c1C (centres undefined)	/	/	-1%	/	/	/	-0.2%	/	4%	12%	0%
C=CCNC(=S)N1CCN(CCN=Cc2c(C)[nH]n(-c3ccc([N+](=O)[O-])cc3)c2=O)CC1	i	0.1	2%	-2%	0.6	84	-2.9%	5%	-2%	-18%	2%
COc1ccccc1C(=O)N/C(=C/c1ccc(Br)cc1)C(=O)NCCO	i	9.7	-12%	4%	0.7	58	7.1%	1%	-7%	-7%	1%
CCCN1CCC(NC(=S)Nc2ccc(OC)c(OC)c2)CC1	i	0.8	2%	-4%	0.8	35	-0.5%	6%	2%	9%	2%
CCc1nc2oc3cc(OC)ccc3c(=O)c2c(=O)n1Cc1ccccc1	i	0.4	-10%	10%	-0.5	51	0.6%	8%	2%	-11%	-2%
COc1ccc(/C(C)=N/OCC(=O)N=Nc2c(O)[nH]c3ccc(Br)cc23)cc1	i	0.5	9%	-14%	19	31	-2.6%	2%	-3%	3%	22%

Entries of single compounds, looked up by structure. Order of values: Myeloid diff 2, Myeloid diff 2 GFP+ MAC1+ %, GPR55 LPI antagonism, PhoP inhibition, NTR1 agonist, NTR1 agonist cell count 20 µM, HIV fusion peptide, MgcRacGAP inhibition, LYP inhibition, GPR35 arrestin U2OS, Siah-1 displacement
Entry for Cc1ccccc1CSCC(=O)N1CCN(c2ccccc2)CC1 → i, 0.7, 2%, 5%, 0.7, 77, -1.1%, 3%, -2%, -7%, 2%
Entry for CCOC(=O)N1CCN(C(=O)c2ccc(S(=O)(=O)c3ccc(C)cc3)c(NC(C)=O)c2)CC1 → i, 1.0, -6%, 3%, 0.8, 40, -1.9%, 11%, -7%, 2%, 4%

Carrying on.
SMILES	Myeloid diff 2	Myeloid diff 2 GFP+ MAC1+ %	GPR55 LPI antagonism	PhoP inhibition	NTR1 agonist	NTR1 agonist cell count 20 µM	HIV fusion peptide	MgcRacGAP inhibition	LYP inhibition	GPR35 arrestin U2OS	Siah-1 displacement
Cc1cc2c3c(c1C)C1(C(=O)N3C(C)(C)CC2C)C(C#N)=C(N)Oc2n[nH]c(C)c21 (centres undefined)	+	18*	11%	-3%	0.7	59	0.7%	6%	-6%	8%	2%
CCOc1cc(/C=C/C(=O)NCCc2ccc(S(N)(=O)=O)cc2)ccc1OCC(C)C	i	0.8	6%	/	1.4	61	1.3%	7%	-1%	-9%	10%
CCn1cc(C(=O)O)c(=O)c2cnc(N3CCN(C(=S)NC(=O)c4ccc(F)c(F)c4)CC3)nc21	i	0.7	4%	8%	-0.9	56	2.9%	-1%	0%	4%	9%
O=C1CC(c2ccccc2)Sc2nc(-c3ccccc3)c(-c3ccccc3)n21 (centres undefined)	i	0.2	7%	-9%	3.2	41	1.9%	5%	0%	-2%	0%
O=C(CCCN1CCC(C(=O)c2ccc(F)cc2)CC1)c1ccc(F)cc1	i	0.2	18%	-4%	0.1	60	-1.4%	8%	-5%	-4%	0%
CCOC(=O)c1ccccc1NC(=S)N1CCC(C(N)=O)CC1	i	0.2	0%	-5%	2.3	70	1.9%	16%	-6%	-12%	5%
COc1cccc(NC(=O)CSc2nc(=O)n(CCN(C)C)c3c2CCCC3)c1	i	1.1	/	-5%	0.5	48	/	8%	/	/	/

In the list so far, 6 have fluorine.
SMILES	Myeloid diff 2	Myeloid diff 2 GFP+ MAC1+ %	GPR55 LPI antagonism	PhoP inhibition	NTR1 agonist	NTR1 agonist cell count 20 µM	HIV fusion peptide	MgcRacGAP inhibition	LYP inhibition	GPR35 arrestin U2OS	Siah-1 displacement
Cc1ccc(NS(=O)(=O)c2coc(C(N)=O)c2)cc1F	i	1.1	-3%	/	2.2	58	1.3%	5%	-8%	-8%	-1%
O=C(CCN1C(=O)c2ccccc2S1(=O)=O)Nc1ccccc1F	i	5.1	-12%	/	0.8	55	-1.0%	7%	-13%	-17%	-5%
CCOC(=O)c1ccc(-c2ccc3c(=O)c4ccccc4n(C)c3c2)cc1F	i	1.5	-20%	-5%	5.0	90	-0.4%	7%	-15%	19%	7%
Cc1ccc(-n2nc3c(N4CCC(C(=O)NCc5cccc(F)c5)CC4)nnc(C)c3c2C)cc1	/	/	7%	-9%	8.9	60	-0.9%	13%	-8%	6%	-3%
CCn1cc(C(=O)O)c(=O)c2cnc(N3CCN(C(=S)NC(=O)c4ccc(F)c(F)c4)CC3)nc21	i	0.7	4%	8%	-0.9	56	2.9%	-1%	0%	4%	9%
O=C(CCCN1CCC(C(=O)c2ccc(F)cc2)CC1)c1ccc(F)cc1	i	0.2	18%	-4%	0.1	60	-1.4%	8%	-5%	-4%	0%
